Source: PubChem BioAssay (several laboratories)
APP 5UTR inh – APP translation inhibition; SH-SY5Y APP 5'UTR-luciferase reporter, luminescence; inhibition, % at 2 µM; actives 0.82% (n = 190,000);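 active means inhibition above a set limit, derived from the sample mean plus 3 SD, cut at about 45% in these data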; further: values of inactives mirror those of a sister screen read the other way
FLuc inh counter – inhibits firefly luciferase, flagging false hits in luciferase inhibition screens. AID 1006. P08659. actives 1.5% (n = 200,000). ATPLite firefly luciferase biochemical luminescence, 10 min. inhibition, % at 10 µM;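 active means inhibition above about 50% when tested at 10 µM, limit read from the data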
APP 5'UTR act – APP 5'UTR luciferase reporter activation | activation, % at 2 µM | SH-SY5Y APP 5'UTR luciferase reporter, luminescence; zero percent = DMSO vehicle wells | actives 1% (n = 190,000);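 active means activation above a set limit, based on mean plus 3 SD of controls, cut at about 140% in these data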; further: values of inactives mirror those of a sister screen read the other way
TLR4-MyD88 BLA – inhibitors of human TLR4-MyD88 binding; O00206+Q99836; HeLa CL3-4 TLR4/MyD88 BLA complementation, FRET ratio; inhibition, % at 8.4 µM; actives 0.18% (n = 200,000); in the data active means inhibition above about 25%;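 further: 0% = vehicle and 100% = reference inhibitor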
Target sequence (O00206 whole entry, looked up): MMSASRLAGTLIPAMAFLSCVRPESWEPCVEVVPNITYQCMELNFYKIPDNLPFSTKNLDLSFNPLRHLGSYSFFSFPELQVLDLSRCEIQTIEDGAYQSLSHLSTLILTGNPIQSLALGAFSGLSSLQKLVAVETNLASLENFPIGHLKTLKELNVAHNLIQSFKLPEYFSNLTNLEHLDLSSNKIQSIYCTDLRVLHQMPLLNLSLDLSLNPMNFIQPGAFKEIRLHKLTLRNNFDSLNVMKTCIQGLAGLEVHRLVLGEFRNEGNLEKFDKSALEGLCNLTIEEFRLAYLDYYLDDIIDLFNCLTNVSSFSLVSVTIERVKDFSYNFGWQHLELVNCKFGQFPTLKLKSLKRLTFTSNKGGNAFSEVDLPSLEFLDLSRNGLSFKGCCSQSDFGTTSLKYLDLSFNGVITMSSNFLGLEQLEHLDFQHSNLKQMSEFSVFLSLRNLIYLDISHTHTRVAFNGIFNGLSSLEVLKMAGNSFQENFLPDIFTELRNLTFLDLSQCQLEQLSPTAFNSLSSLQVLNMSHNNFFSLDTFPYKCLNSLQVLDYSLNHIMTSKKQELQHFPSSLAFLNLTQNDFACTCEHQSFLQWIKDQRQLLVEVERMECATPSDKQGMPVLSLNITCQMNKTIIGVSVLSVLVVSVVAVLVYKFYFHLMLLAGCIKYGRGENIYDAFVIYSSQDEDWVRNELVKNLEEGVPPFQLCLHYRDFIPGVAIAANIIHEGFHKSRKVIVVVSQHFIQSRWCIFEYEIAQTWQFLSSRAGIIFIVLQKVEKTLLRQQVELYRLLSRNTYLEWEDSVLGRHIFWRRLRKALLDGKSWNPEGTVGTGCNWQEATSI
Target sequence (Q99836 whole entry, looked up): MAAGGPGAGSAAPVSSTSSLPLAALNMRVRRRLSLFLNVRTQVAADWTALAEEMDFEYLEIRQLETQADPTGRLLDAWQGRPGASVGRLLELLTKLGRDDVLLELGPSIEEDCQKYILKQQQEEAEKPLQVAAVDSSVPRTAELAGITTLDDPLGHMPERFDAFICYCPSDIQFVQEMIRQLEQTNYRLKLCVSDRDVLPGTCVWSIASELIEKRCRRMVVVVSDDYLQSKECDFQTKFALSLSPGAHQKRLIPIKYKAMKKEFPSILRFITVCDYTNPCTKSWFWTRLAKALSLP
NF-kB expr up – compounds increasing NF-kB expression in human neuronal cells. actives 1.6% (n = 190,000). NF-kB reporter expression; hits give high values. fold change at 12.5 µM; in the data active means fold change above about 3.3
Diaphorase inh – diaphorase inhibition or chemical oxidation counter-screen | diaphorase resazurin-to-resorufin fluorescence, NADH, 16 min; bacterial (C. kluyveri) enzyme, not human | AID 1217 | inhibition, % at 20 µM | actives 0.69% (n = 190,000);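 active means primary screen inhibition at 20 µM above a set limit, cut at about 50% in these data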;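 further: plate controls were DMSO with full reaction for no effect and wells lacking NADH for full effect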
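Test system: diaphorase enzyme from Clostridium kluyveri; amount: diaphorase at 0.14 U/mL in enzyme working solution; detection: fluorescence of resorufin formed from resazurin, Ex 544/Em 590 nm; times: reaction incubation of 16 min at room temperature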
FLuc act counter – affects firefly luciferase, flagging false hits in luciferase stimulation screens; P08659; AID 1027; 200,000 tested, under 10 active; ATPlite luciferase biochemical, luminescence, 10 min; 0 = ATP-free wells, 1 = DMSO control; activation factor at 10 µM;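 active means luciferase activation factor, scaled between plate controls, of at least 2 with compound at 10 µM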
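test system = cell-free luciferase reagent | medium = PBS as buffer for the ATP substrate | dosing = test compounds dosed from 2 mM stocks in 100% DMSO | incubation = 10 min at ambient temperature | detection = luminescence measurement of luciferase light output | benchmarks = low control with PBS replacing ATP, high control enzyme plus ATP without compound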
G6PDH CS – inhibits Leuconostoc G6PDH, flagging false hits in G6PDH-based assays. inhibition, % at 5 µM. actives 0.12% (n = 200,000). Purified L. mesenteroides G6PDH, diaphorase/resazurin coupled fluorescence, 45 min; in the data active means inhibition above about 50%
Diaphorase act – counter-screen for diaphorase-based assays: diaphorase activators and chemical reducers; actives 0.005% (n = 190,000); Diaphorase/resazurin coupled assay, resorufin fluorescence, 16 min; hits give high values; 1 = vehicle wells, 0 = NADH-free wells; activation factor at 20 µM;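 active means diaphorase activity raised at least twofold by the compound at 20 µM; inactive means activation factor below 2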
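Material: bacterial diaphorase enzyme (C. kluyveri); amount: enzyme 0.07 U/mL final; reagent: NADH substrate 0.114 mM plus resazurin dye 0.1 mM, final; doses: single compound dose of 20 µM, 1% DMSO final; timing: 16 min enzyme reaction, ambient temperature; measured by: fluorescence of resorufin, 544 nm excitation, 590 nm emission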
STAT1 act – activators of IFN-gamma induced STAT1 signaling; NIH 3T3 STAT1-luciferase reporter, luminescence; 100% = IFN-gamma alone, no compound; activation (% of control), % at 5.5 µM; actives 2.6% (n = 200,000); AID 932;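 active means activation above the screen-wide mean activation plus 3 SD, cut at about 130% in these data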;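 further: raw ratio to IFN-gamma control signal so 100% means no change and 0% no light; values of inactives mirror those of a sister screen read the other way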
* marks the source's active call; other numbers are inactive results; . = no result given; & = joins results of further samples. An unsorted share of the library. About 5.6% of those tested had a hit in this group.

#1 CCCC1(C(=O)OCC)NC(c2ccc(N(C)C)cc2)C2C(=O)N(c3ccc(OCC)cc3)C(=O)C21 (stereo unspecified)
#2 CCNC(=S)NNC(=O)c1ccc(OC)cc1
#3 CCCOc1ccc(CSC(CC(=O)O)C(=O)O)cc1 (stereo unspecified)
#4 CCC(=O)Nc1ccccc1C(=O)OCC(=O)c1cccc2ccccc12
#5 Cc1ccc(C(=O)NNC(=O)c2cccs2)cc1
#6 CSc1nnc(C)c(=O)n1COC(=O)c1ccc(S(=O)(=O)N2CCOCC2)cc1
#7 Fc1ccc(-c2n[nH]c(=S)c3ccccc23)cc1
#8 CCc1cccc(C)c1NC(=O)c1ccc(CN2CCc3ccccc3C2)cc1
assay / entry,1,2,3,4,5,6,7,8
APP 5UTR inh,-5,-1,-2,4,-39,2,5,-14
FLuc inh counter,-4,-6,-4,-7,38,-2,1,-2
APP 5'UTR act,5,1,3,-4,39,-2,-5,14
TLR4-MyD88 BLA,-2,7,-7,5,-3,-11,-6,6
NF-kB expr up,0.75,.,1.1,0.97,1.7,1.4,1.3,0.96
Diaphorase inh,20,20,7,16,6,-7,10,16
FLuc act counter,1,1.1,1,1.1,0.6,1,1,1
G6PDH CS,-1,18,4,1,14,23,4,-2
Diaphorase act,0.8,0.8,0.9,0.8,0.9,1.1,0.9,0.8
STAT1 act,103,98,108,106,130*,102,101,103

#9 COc1cc(OC)c(C2=NOC(C(=O)N3CCCc4ccccc43)C2)cc1Cl (stereo unspecified)
#10 CCS(=O)(=O)N1CCN(C(=O)COc2ccc(-c3ccccc3)cc2)CC1
#11 CCCn1nnc(NC(=O)Cc2ccc(Cl)cc2)n1
#12 O=c1cc(O)nc(SCc2ccccc2)n1-c1ccccc1
#13 CCOC(=O)c1nn(-c2ccc3ccccc3c2)cc1O
#14 Cc1ccc(C(=O)COC(=O)c2n[nH]c(=O)c3ccccc23)cc1
#15 O=C1NC(Cc2c[nH]c3ccccc23)C(=O)N1CCOc1ccc(F)cc1 (stereo unspecified)
#16 Cc1ccn2cc(CNS(=O)(=O)c3ccc4c(c3)OCCO4)nc2c1
assay / entry,9,10,11,12,13,14,15,16
APP 5UTR inh,19,0,-7,3&-14,-47,3,-5,-3
FLuc inh counter,1,-1,-6,-3&0,33,48,1,-4
APP 5'UTR act,-19,0,7,-3&14,47,-3,5,3
TLR4-MyD88 BLA,-10,-3,2,6&2,1,3,4,3
NF-kB expr up,0.72,0.88,1.3,1.1&1.1,2.3,1.5,1.4,1.1
Diaphorase inh,1,13,22,9&5,8,18,0,14
FLuc act counter,1,1,1.1,1&1,0.7,0.5,1,1
G6PDH CS,1,-1,2,4&3,-3,7,6,-7
Diaphorase act,1,0.9,0.8,0.9&1,0.9,0.8,1,0.9
STAT1 act,101,103,101,99&99,103,104,96,90

#17 COc1ccc(NS(=O)(=O)c2c(C)n(C)c(=O)n(C)c2=O)cc1OC
#18 Cn1c(=O)[nH]c(=O)c2c1nc(Br)n2CCCO
#19 CCN(CC)S(=O)(=O)c1ccc(N2CCOCC2)c(NC(=O)c2ccc(C#N)cc2)c1
#20 CCOC(=O)c1cnn(-c2cc(Oc3ccccc3C)ncn2)c1N
#21 Cc1cc(NC(=O)CCN2CCC(C(N)=O)CC2)ccc1Br
#22 CC1Oc2ccccc2N(CC(=O)Nc2ccc3c(c2)OCO3)C1=O (stereo unspecified)
#23 CCOc1ccc(C(=O)CCC(=O)NC(CC(C)C)C(=O)OC)cc1 (stereo unspecified)
#24 Oc1ccc(/C=C/c2ccnc3ccccc23)cc1
assay / entry,17,18,19,20,21,22,23,24
APP 5UTR inh,3,-1,-12,-3,-8,19,-12,-69
FLuc inh counter,-6,-5,-4,-3,-2,-4,-7,10
APP 5'UTR act,-3,1,12,3,8,-19,12,69
TLR4-MyD88 BLA,-2,15,-11,-5,6,4,4,-7
NF-kB expr up,0.86,1.1,0.84,1.5,1.3,1.3,1,1.9
Diaphorase inh,2,4,24,14,-8,18,13,-4
FLuc act counter,1.1,1,1,1,1,1,1.1,0.9
G6PDH CS,16,17,5,1,0,4,0,-2
Diaphorase act,1,1,0.8,0.9,1.1,0.8,0.9,1
STAT1 act,99,102,112,103,102,96,98,113

#25 COc1ccc2c(=O)c(N3C(=O)c4ccccc4C3=O)coc2c1
#26 CC(C)Cn1c(N)c(C(=O)COC(=O)C2=COCCO2)c(=O)n(C)c1=O
#27 COc1ccc(-c2cc(-c3nnc(COC(=O)c4ccc(O)cc4)o3)c3ccccc3n2)cc1OC
#28 Cc1cc(-c2nn(-c3ccccc3F)cc2CNCCc2cnc[nH]2)c(C)s1
#29 CCOC(=O)C1=C(O)/C(=C/c2cccc(OC)c2O)N=C1C
#30 COc1ccc(NS(=O)(=O)c2cc(N/C(=N\S(=O)(=O)c3ccccc3)c3ccc(F)cc3)ccc2Cl)cc1
#31 COC(=O)c1ccc(NC(=O)CSCc2ccccc2)cc1
#32 CCOC(=O)COc1ccc(Br)cc1/C=C/c1[nH]c(=O)[nH]c(=O)c1[N+](=O)[O-]
assay / entry,25,26,27,28,29,30,31,32
APP 5UTR inh,18,-6,8,-24,-9,7,-24,-24
FLuc inh counter,4,.,0,3,10,-3,-3,0
APP 5'UTR act,-18,6,-8,24,9,-7,24,23
TLR4-MyD88 BLA,-4,2,5,-5,-15,-2,-1,-4
NF-kB expr up,0.97,0.8,0.32,1,1.2,0.72,1.4,1.2
Diaphorase inh,10,.,24,-18,8,23,10,23
FLuc act counter,1,.,1,1,0.9,1,1,1
G6PDH CS,-9,.,2,16,4,-2,-2,8
Diaphorase act,0.9,.,0.8,1.2,0.9,0.8,0.9,0.8
STAT1 act,97,97,101,97,105,103,111,75

#33 O=C(c1cn(-c2ccccc2)nc1-c1cccs1)N1CCN(c2ccccc2)CC1
#34 CCCCNC(=S)N/N=C/c1ccc(C)s1
#35 CSc1ccc(Cl)c(C(=O)OCC(=O)NCc2ccco2)c1
#36 Cc1ccc(S(=O)(=O)N(CC(O)CN2CCCCC2)c2ccccc2)cc1 (stereo unspecified)
#37 COc1ccccc1N1CCN(C(=O)CCCCn2c(=O)[nH]c3ccsc3c2=O)CC1
#38 CCC(=O)Nc1ccc(N2CCC(C)CC2)cc1
#39 O=C(c1cc2nc(-c3ccco3)cc(C(F)(F)F)n2n1)N1CCN(c2ccccc2)CC1
#40 CC(NC(=O)NCCCn1ccnc1)(C(F)(F)F)C(F)(F)F
assay / entry,33,34,35,36,37,38,39,40
APP 5UTR inh,19,-28,-24,1,-16,-24,-2,1
FLuc inh counter,5,1,-5,-4,-9,14,-8,-10
APP 5'UTR act,-19,29,24,-1,16,23,2,-1
TLR4-MyD88 BLA,12,4,3,4,.,2,3,-2
NF-kB expr up,1.1,1.3,1.2,0.98,0.79,2.3,0.5,1.3
Diaphorase inh,23,6,21,12,8,4,21,7
FLuc act counter,0.9,1,1.1,1,1.1,0.9,1.1,1.1
G6PDH CS,-23,4,0,-2,3,-3,-39,-5
Diaphorase act,0.8,0.9,0.8,0.9,0.9,1,0.8,0.9
STAT1 act,101,106,105,97,.,124,95,99

#41 COc1ccc(N(CC(=O)NCc2ccco2)S(=O)(=O)c2c(C)nn(C)c2C)cc1
#42 O=C(N/N=C\c1ccc(-c2ccc([N+](=O)[O-])cc2)o1)C1COc2ccccc2O1 (stereo unspecified)
#43 CCC1(C)Cc2ccccc2-c2nc(-c3ccccc3)oc(=O)c21 (stereo unspecified)
#44 COc1cccc(-n2c(COc3ccc(C)cc3)nnc2SCC(N)=O)c1
#45 CC(C)c1cc(CNC(=O)CC2C(=O)NCCN2CC2CCCCC2)on1 (stereo unspecified)
#46 Cn1cccc1C(C(=O)NC1CCCCC1)N(C(=O)Cc1cccs1)c1ccc2c(c1)OCO2 (stereo unspecified)
#47 Cc1c(C)c(C)c(S(=O)(=O)N2CCNCC2)c(C)c1C
#48 Cn1cnnc1SCC(=O)Nc1ccccc1Sc1ccccc1
assay / entry,41,42,43,44,45,46,47,48
APP 5UTR inh,-10,21,-1,-6,-1,-17,0,.
FLuc inh counter,-8,-4,-7,-4,-7,3,-8,-4
APP 5'UTR act,10,-21,1,6,1,17,0,.
TLR4-MyD88 BLA,-11,12,-7,8,-2,3,-9,.
NF-kB expr up,1.1,0.55,1.6,0.94,1.1,1.2,1.2,1
Diaphorase inh,21,8,15,15,3,-20,-1,13
FLuc act counter,1.1,1,1.1,1,1.1,1,1.1,1
G6PDH CS,6,0,-2,1,6,9,4,11
Diaphorase act,0.8,0.9,0.9,0.9,1,1.2,1,0.9
STAT1 act,97,94,106,101,104,100,103,.

Compound profiles, as listed above. Screens in order: APP 5UTR inh	FLuc inh counter	APP 5'UTR act	TLR4-MyD88 BLA	NF-kB expr up	Diaphorase inh	FLuc act counter	G6PDH CS	Diaphorase act	STAT1 act
COc1ccc(N(CC(=O)NCc2ccco2)S(=O)(=O)c2c(C)nn(C)c2C)cc1 is listed with -10	-8	10	-11	1.1	21	1.1	6	0.8	97
CC(C)c1cc(CNC(=O)CC2C(=O)NCCN2CC2CCCCC2)on1 (stereo unspecified) is listed with -1	-7	1	-2	1.1	3	1.1	6	1	104
CCC1(C)Cc2ccccc2-c2nc(-c3ccccc3)oc(=O)c21 (stereo unspecified) is listed with -1	-7	1	-7	1.6	15	1.1	-2	0.9	106
Cn1cccc1C(C(=O)NC1CCCCC1)N(C(=O)Cc1cccs1)c1ccc2c(c1)OCO2 (stereo unspecified) is listed with -17	3	17	3	1.2	-20	1	9	1.2	100
Cc1c(C)c(C)c(S(=O)(=O)N2CCNCC2)c(C)c1C is listed with 0	-8	0	-9	1.2	-1	1.1	4	1	103

Following part.
#49 O=C(COc1cc(F)ccc1[N+](=O)[O-])Nc1cccc(Br)c1
#50 CC(=O)c1ccc(OCc2ccc(C(=O)c3ccccc3)cc2)cc1
#51 CCOC(=O)C1=C(CC)Nc2ccccc2N=C1NC(=O)c1oc2ccccc2c1C
#52 COc1ccc(NC(=O)Cn2nnc(C(=O)NCCc3ccc(OC)c(OC)c3)c2N)cc1
#53 CC1(C)CC2(CCO1)CNC(=O)O2 (stereo unspecified)
#54 CC1CCN(S(=O)(=O)c2cccc(-c3cn4cc(Cl)ccc4n3)c2)CC1
#55 CCCCc1c(O)nc(SCC(=O)NCCc2ccc(OC)c(OC)c2)[nH]c1=O
#56 CC(CN1CCOCC1)OC(=O)COc1ccc(F)cc1 (stereo unspecified)
assay / entry,49,50,51,52,53,54,55,56
APP 5UTR inh,-40,8,-4,-12,1,-10,0,7
FLuc inh counter,-4,0,-5,-7,-7,-3,-6,-5
APP 5'UTR act,40,-8,4,12,-1,10,0,-7
TLR4-MyD88 BLA,-9,11,-4,11,6,9,12,-11
NF-kB expr up,1.3,0.68,1.2,0.86,1,1.4,1.1,1
Diaphorase inh,-3,10,10,1,3,24,18,-2
FLuc act counter,1,1,1.1,1.1,1.1,1,1.1,1.1
G6PDH CS,7,12,6,6,3,-3,1,1
Diaphorase act,1,0.9,0.9,1,1,0.8,0.8,1
STAT1 act,129*,80,77,97,108,104,102,94
